# Compound activity deposited in PubChem BioAssay by several laboratories.
# iPSC survival up – enhancers of single-cell hiPSC survival, primary screen, ATPlite luminescence; 100% = ROCK inhibitor wells, 0% = DMSO; survival enhancement, % at 20 µM; 360,000 tested, 0.044% active; AID 602274, 2012; in the data active = survival enhancement above about 18%;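 also: cells exposed to compounds for 16 hours before the ATP read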
# PDI inh – inhibitors of human PDI, primary screen, biochemical, turbidity, single point, plate reader; inhibition, % at 10 µM; Protein disulfide-isomerase (Homo sapiens), P07237; PDI insulin aggregation turbidity, A650, 90 min; AID 588391, 2011; 350,000 tested, 0.052% active;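 active = mean inhibition across replicates of 30% or more, whatever share of single replicates reach that level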;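 also: absorbance from insulin aggregation driven by PDI reduction with DTT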
# Target sequence (P07237 whole entry, looked up): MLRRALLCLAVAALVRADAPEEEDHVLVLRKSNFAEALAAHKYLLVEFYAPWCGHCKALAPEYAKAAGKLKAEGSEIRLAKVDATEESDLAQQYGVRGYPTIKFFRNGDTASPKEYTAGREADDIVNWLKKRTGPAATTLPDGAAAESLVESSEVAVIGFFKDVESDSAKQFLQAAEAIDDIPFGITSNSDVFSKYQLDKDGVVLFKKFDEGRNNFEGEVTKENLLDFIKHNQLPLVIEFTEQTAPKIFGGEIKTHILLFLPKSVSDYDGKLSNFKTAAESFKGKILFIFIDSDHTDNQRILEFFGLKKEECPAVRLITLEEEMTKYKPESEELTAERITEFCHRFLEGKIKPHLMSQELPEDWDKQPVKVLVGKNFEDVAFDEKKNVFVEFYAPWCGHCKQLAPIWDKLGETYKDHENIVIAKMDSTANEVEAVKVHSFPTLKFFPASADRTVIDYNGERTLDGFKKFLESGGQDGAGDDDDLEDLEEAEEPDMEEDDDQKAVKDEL
# Shn3 inh set2 – reduction of Shn3 3'UTR firefly luciferase signal, primary screen, Schnurri-3 inhibitor project, cell-based, Clone20 osteoblasts, set 2; Clone20 osteoblast Shn3 3'UTR firefly luciferase, 24 h; inhibition, % at 12.5 µM; 360,000 tested, 0.52% active; AID 588674, 2011;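 active = mean inhibition of at least 75% with every replicate also reaching 75%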;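 also: 0% = median of neutral control wells and 100% = pilot-screen positive control compound; some compounds past the cut are filed as inactive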
# HTR2A ag – mouse Htr2a agonists via beta-arrestin recruitment, primary screen, cell-based, luminescence | 5-hydroxytryptamine receptor 2A (Mus musculus), P35363 | CHO-K1 mHTR2A beta-arrestin complementation; percent of 30 µM serotonin response | activation, % at 7.6 µM | 360,000 tested, 0.66% active;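 active = activation above a run cutoff, the mean activation of all tested compounds plus 3 SD, cut at about 14% in these data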;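 also: 0% = plate median of compound wells and 100% = 30 µM serotonin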
# Target sequence (P35363 whole entry, looked up): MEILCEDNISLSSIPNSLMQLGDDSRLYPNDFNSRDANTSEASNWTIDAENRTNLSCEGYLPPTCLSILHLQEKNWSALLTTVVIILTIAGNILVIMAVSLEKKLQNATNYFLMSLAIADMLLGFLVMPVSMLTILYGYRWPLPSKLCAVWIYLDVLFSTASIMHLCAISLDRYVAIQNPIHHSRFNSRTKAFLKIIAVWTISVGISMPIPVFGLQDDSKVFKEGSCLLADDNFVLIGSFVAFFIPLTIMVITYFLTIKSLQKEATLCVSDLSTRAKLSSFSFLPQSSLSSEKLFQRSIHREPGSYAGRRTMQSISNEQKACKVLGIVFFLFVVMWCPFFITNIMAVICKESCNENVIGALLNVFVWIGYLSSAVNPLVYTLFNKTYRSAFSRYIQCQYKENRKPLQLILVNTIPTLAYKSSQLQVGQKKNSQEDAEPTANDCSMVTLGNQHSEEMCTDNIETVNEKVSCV
# H9c2 protect – cardioprotection against H2O2-induced cell death, primary screen, uHTS, H9c2 cells, ATPLite luminescence | H9c2 cardiomyocytes, H2O2 injury protection, 2 h | protection from H2O2 cell death, % at 20 µM | 360,000 tested, 0.63% active;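 active = compounds giving at least 50% protection of heart cells from peroxide-induced death in the single-dose screen, raw or plate-pattern-corrected value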;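 also: 0% = DMSO wells with peroxide and 100% = DMSO wells without peroxide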
# HIF-2a inh – HIF-2a reporter inhibitors, primary screen, luminescence, 786-0 RCC cells; 786-0 RCC cells HIF-2a reporter, luciferase luminescence, overnight; 360,000 tested, 0.72% active; inhibition, % at 18.8 µM; AID 624352, 2012;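 active = inhibition of the luminescence signal of 40% or more relative to plate controls, in a single-dose primary screen at 18.75 µM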
# NR2E3 ag-1 – NR2E3 agonists in two-hybrid cells, primary screen, cell-based, luminescence, CHO-S, Gal4-NCOR/VP16-NR2E3 | Photoreceptor-specific nuclear receptor (Homo sapiens), Q9Y5X4 | inhibition of corepressor binding, % at 3.98 µM | AID 602229, 2012 | 360,000 tested, 0.35% active | luciferase;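 active = inhibition above the mean of all tested compounds plus 3 SD, cut at about 70% in these data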;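 also: 0% = DMSO with NR2E3 transfected cells and 100% = cells lacking NR2E3 construct; higher means lower luciferase signal from less NR2E3 corepressor binding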
# NR2E3 ag-2 – inhibitors of NR2E3-RetCOR corepressor binding, primary screen, NR2E3 agonist project, biochemical, TR-FRET, GST-NR2E3, biotin-RetCOR | Photoreceptor-specific nuclear receptor (Homo sapiens), Q9Y5X4 | 1536-well | inhibition of corepressor binding, % at 4.78 µM | 320,000 tested, 0.12% active | AID 2300, 2010;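 active = percent inhibition above the cutoff of mean plus 3 SD of all tested compounds, set per screening campaign, cut at about 20% in these data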;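 also: 0% = DMSO wells and 100% = biotin wells as full block of FRET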
#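 System: GST-tagged NR2E3 plus biotinylated RetCOR corepressor; Buffer or medium: pH 7.5 Tris-based buffer; Probe or stimulus: RetCOR corepressor, biotinylated, 7 nM; Doses: compound at 4.8 µM, single dose; Schedule: 5 h incubation at 4 °C; Technique: time-resolved FRET; Evaluation: percent inhibition of TR-FRET ratio; Replication: one well per compound, singlicate testing.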
# Peg3 promoter – Peg3 promoter-driven luciferase inhibitors, primary screen, cell-based, HeLa, luciferase luminescence | 360,000 tested, 1.7% active | AID 588405, 2011 | HeLa PEG-Prom luciferase reporter, overnight | inhibition, % at 20 µM;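 active = inhibition of at least 50% at 20 µM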
# TRPM1 prom inh – inhibitors of MITF-dependent TRPM1 promoter reporter, primary screen, cell-based, SK-MEL-5, single point, luciferase | SK-MEL-5 TRPM1 promoter luciferase, 24 h | inhibition, % at 12.5 µM | 330,000 tested, 0.83% active | AID 488899, 2010;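 active = mean inhibition across replicates of 60% or more, whatever share of single replicates reaches that level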; also: values of inactives mirror those of a sister screen read the other way
# CaV13 ICDI inh – Disruptors of the CACNA1D IQ motif to Ca2+-dependent inactivation inhibitor domain association, primary screening, Förster resonance energy transfer in intact living …; HEK cells, CFP/YFP FRET ICDI-IQ, plate reader, 10 min; percent FRET-ratio fall versus neutral wells; inhibition, % at 12.3 µM; 340,000 tested, 0.098% active;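 active = mean replicate inhibition of at least 30% and at least 1% of replicates passing that level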;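 also: 0% = median of the neutral control wells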
# * hit, by the source's call; · = no result given; & = joins results of further samples.
SMILES,iPSC survival up,PDI inh,Shn3 inh set2,HTR2A ag,H9c2 protect,HIF-2a inh,NR2E3 ag-1,NR2E3 ag-2,Peg3 promoter,TRPM1 prom inh,CaV13 ICDI inh
CC1CN(Cc2csc(-c3ccc(Cl)cc3)n2)CC(C)O1 (configuration not stated),0.2,3,4,-3,2,-201,-39,-2,-156,-25,-5
COc1ccc(CCN2C(=O)CSC2=Nc2ccc(C)cc2C)cc1OC,0.6,3,7,2,-4,15,12,5,8,4,-21
C=CCSc1n[nH]c(-c2ccccc2)n1,-0.7,5,-15,3,4,-197,-41,0,-125,-68,-2
CC(=O)Nc1cccc(NC(=O)CSc2nnc3ccccn23)c1,0.8,11,-3,3,-5,-1,-44,·,3,-3,-7
O=C(O)C(=Cc1ccccc1Cl)c1ccccc1,-1.0,·,-11,2,0,-7,-5,·,3,·,·
O=[N+]([O-])c1ccc(/C=C/c2ccncc2)cc1,0.1,-4,-57,4,4,-72,-10,3,-104,-55,-4
Cc1cccc(-c2noc(CN(C(=O)/C=C/c3ccccc3Cl)C(C)C)n2)c1,-0.2,5,-17,-10,-13,-12,-7,-1,-3,4,-5
Cc1ccc(-n2nc(CN3CCOCC3)c(-c3ccccc3)c2N)cc1Cl,2.9,-2,-25,-5,-2,8,-29,-1,2,10,-5
COCCNc1nc(NCc2cccc(OC)c2)c2sc(-c3ccccc3)cc2n1,-1.4,4,48,-13,-26,-43,6,·,57*,·,-4
CC(CCc1ccccc1)NC(=O)CN(C)Cc1ccccc1F (configuration not stated),0.2,2,-17,-7,-7,-30,4,5,12,-4,-2

# Overlap with the part before: two compounds; new compounds follow.
SMILES,iPSC survival up,PDI inh,Shn3 inh set2,HTR2A ag,H9c2 protect,HIF-2a inh,NR2E3 ag-1,NR2E3 ag-2,Peg3 promoter,TRPM1 prom inh,CaV13 ICDI inh
COCCNc1nc(NCc2cccc(OC)c2)c2sc(-c3ccccc3)cc2n1,-1.4,4,48,-13,-26,-43,6,·,57*,·,-4
CC(CCc1ccccc1)NC(=O)CN(C)Cc1ccccc1F (configuration not stated),0.2,2,-17,-7,-7,-30,4,5,12,-4,-2
COc1ccc(-c2nn(-c3ccccc3)cc2/C=N/Nc2cccc(C(=O)O)c2)cc1,0.2,4,-12,2,2,-92,-41,·,-222,-39,3
Cc1c(NC(=S)N2CCN(c3ccc(F)cc3)CC2)c(=O)n(-c2ccccc2)n1C,-1.1,-1,9,13,4,11,9,0,16,10,-11
CC(=O)c1sc2nc(C)c3c(c2c1N)CCCC3,0.6,-6,12,1,8,-54,-44,4,-28,·,20
Cc1cccc(-c2nc3sc(C)cc3c(=O)o2)c1,0.0,1,-16,1,-8,-77,-7,0,-48,-13,-17
CCN1CCN(Cc2ccc(NC(=O)c3ccc(C)c(/C=C/c4cnc(Nc5cc(N6CCNCC6)nc(C)n5)cn4)c3)cc2C(F)(F)F)CC1,-5.8&-3.6,13&3,96*,-9&-9,-23&8,1&13,-7&-2,0,96*,98*,·
CCOc1ccc(NC(=O)N2CCCC2C(=O)NCc2ccco2)cc1 (configuration not stated),-0.5,-9,4,1,-2,6,-6,-4,-1,4,-2
Cc1nn(CC(=O)OCC(=O)Nc2c(C(C)C)cccc2C(C)C)c(C)c1[N+](=O)[O-],-0.3,-9,4,1,1,-1,10,-2,17,-1,-3
Cc1ccc(NC(=O)c2cc(F)c(F)cc2Cl)nc1,-0.5,-3,-33,-2,-10,-278,-67,4,-190,-87,-4
Cc1ccc(NC(=O)C(C)OC(=O)CCNS(=O)(=O)c2ccc(C)cc2)cc1 (configuration not stated),3.1,-1,-14,-5,-2,6,1,-1,2,4,-5
c1ccc(CNCCCn2cnc3c(OCc4ccccc4)ncnc32)cc1,-0.7,-3,-26,-4,16,-24,15,·,-22,-9,-8

# Limited to PDI inh (3 entries from above):
Structure,PDI inh
CC(=O)c1sc2nc(C)c3c(c2c1N)CCCC3,-6
CCOc1ccc(NC(=O)N2CCCC2C(=O)NCc2ccco2)cc1 (configuration not stated),-9
Cc1c(NC(=S)N2CCN(c3ccc(F)cc3)CC2)c(=O)n(-c2ccccc2)n1C,-1

# The listing continues.
SMILES,iPSC survival up,PDI inh,Shn3 inh set2,HTR2A ag,H9c2 protect,HIF-2a inh,NR2E3 ag-1,NR2E3 ag-2,Peg3 promoter,TRPM1 prom inh,CaV13 ICDI inh
Cc1nnc(C)n1/N=C/c1ccc(-c2ccccc2Cl)o1,-0.6,-9,-7,-7,-2,-14,-44,-1,-13,4,-5
Cc1onc(-c2c(F)cccc2Cl)c1C(=O)N(C)CCc1ccccn1,-0.2,-1,-1,-1,0,7,8,2,18,-1,-6
COC(=O)C1=C(C)N(c2ccccc2)/C(=C/c2ccco2)C1=O,0.5,-27,-7,4,6,10,-22,-3,26,7,2
Cc1ccc(C(=O)CC(=O)c2cc(Cl)ccc2O)cc1,-1.8,-2,6,-3,-17,-284,-92,-1,-195,-14,-5
NS(=O)(=O)c1ccc(CCNC(=O)C(=O)C2C(=O)Nc3ccccc32)cc1 (configuration not stated),0.1,-1,-19,3,10,17,-2,-2,3,13,-4
CC1C(=O)NN=C1C(=O)N/N=C\C(Br)=C\c1ccccc1 (configuration not stated),-1.6,13,-32,4,-23,-79,-95,·,-197,-16,-2
N#Cc1cccc(NC(=O)CNc2cc(S(=O)(=O)N3CCOCC3)ccc2N2CCCC2)c1,0.5,-5,-5,-2,2,11,14,·,10,10,-2
Cn1c(=O)c2c(ncn2CCC(=O)N/N=C/c2ccccc2)n(C)c1=O,-0.1,7,-4,-5,6,16,16,0,2,3,-5
O=C(CS(=O)(=O)c1cn(Cc2ccccc2Cl)c2ccccc12)N1CCOCC1,-0.8,10,-7,3,7,7,-14,6,19,1,-2
CCOC(=O)C1CCN(CC(O)COc2ccc(C(C)=O)cc2)CC1 (configuration not stated),1.7,1,-10,13,5,-1,-6,2,-2,-7,·
Cc1ncc(CN2CCC(C(=O)Nc3ccc(Oc4cccnc4)cc3)CC2)cn1,-0.3,3,10,-2,-2,15,-14,-6,12,11,-10
CC(C)(CN=C1NS(=O)(=O)c2ccccc21)CNC(=O)CN1C(=O)c2ccccc2C1=O,-1.1,19,-14,5,-3,9,-7,7,15,-6,·
O=C(NCCCc1ccccc1)c1cccc(NC(=O)C2CCCCC2)c1,-1.3,-5,2,-6,1,-8,15,·,-9,9,·
CC(OC(=O)C1CCN(S(=O)(=O)c2ccccc2C(F)(F)F)CC1)C(=O)N(C)Cc1ccccc1 (configuration not stated),-0.5,-3,26,2,1,10,-2,4,18,8,-11
Cc1ccccc1-n1c(=O)cc(N2CCN(C(=O)c3ccco3)CC2)[nH]c1=O,-2.6,·,-22,24*,-7,6,0,4,6,·,-3
Cc1ccccc1CN1CCCC(C(=O)Nc2ccccc2Oc2cccnc2)C1 (configuration not stated),-0.5,4,-4,-3,11,23,-11,4,8,3,-3
COc1ccc(/C=C/C(=O)OCC(=O)NC(C)CCc2ccccc2)cc1 (configuration not stated),-0.7,-5,12,1,-7,8,1,·,14,4,-5
Cc1ccc(C(=O)N(CN2CCCC2=O)c2ccccc2)cc1C,4.1,4,-24,3,7,-33,-8,-1,-7,27,-6
CCOC(=O)c1cc2c(n(-c3ccccc3)c1=O)CC(C)(C)CC2=O,1.5,-4,-27,2,8,11,-18,-1,10,-3,-4
CC1CN(C(=S)NC(=O)C2CCCCC2)CC(C)O1 (configuration not stated),-1.9,-1,7,-1,4,11,11,3,16,-2,-3
COc1cc(Br)cc(/C=C/c2ccc3cccc(O)c3n2)c1O,0.6,-2,11,-14,40,-91,-64,2,2,-4,-19
COc1cc(/C=N\Nc2nc3ccccc3o2)cc(OC)c1OC,0.4,-2,-48,-1,8,-251,-70,4,-146,-74,-6
N#CC1=C(Nc2ccccc2)SC=C(c2ccc(Br)cc2)N=C1N1CCOCC1,-2.7,-2,-3,-6,6,-14,-6,1,4,9,-1
Cc1ccc(Cn2ccc(O)c(Cc3ccccc3)c2=O)cc1,2.0,-2,9,-2,6,17,0,-2,12,-7,-7
COc1cc([C@@H]2CC=C(C(=O)O)[C@H](c3cccc(Cl)c3)N2S(=O)(=O)c2ccc(C)cc2)cc(OC)c1OC,0.1,11,-9,3,0,3,-14,6,5,-8,-11
COc1ccc(-c2[nH]c(-c3ccc(C)cc3)nc2SCC(=O)NC2CCCC2)cc1,-1.5,·,22,-9,-4,18,21,4,34,·,-10
Cc1cc(C)cc(OCC(=O)NC2CCCc3ccccc32)c1 (configuration not stated),-0.6,3,5,-8,-3,24,-11,4,7,16,-5
O=C(Oc1ccccc1-c1nnco1)c1ccccc1,2.4,5,-19,-1,-6,-50,-8,2,-73,-9,-5
O=C(COC(=O)c1cc(-c2ccccc2)nc2ccccc12)Nc1ccc2c(c1)OCO2,-0.8,13,11,1,4,-28,1,6,-15,5,-4
